Compound activity: PubChem, several laboratories
ABCB1 block = inhibitors of human ABCB1 transporter, ABCG2 counter-screen; P08183; CCRF-Adr cells, JC-1 efflux, flow cytometry; inhibition, % at 6.6 µM; 190,000 compounds, 0.067% hits; AID 1326; in the data active = inhibition above about 40%;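 note: 0% = vehicle and 100% = reference inhibitor; higher value means more JC-1 retained so stronger ABCB1 efflux block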
Rab7 wt modul = dog Rab7 wildtype GTP binding, inhibitors and activators. GST-Rab7 beads, fluorescent GTP binding, flow cytometry; actives lie on both sides; untreated = 100%, excess cold GTP = 0%. GTP binding activity (percent of control), % at 10 µM. 190,000 compounds, 0.055% hits;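 active = fluorescent GTP binding to Rab7 beads changed by at least 20 points from the 100% baseline, either direction, mostly lower; inconclusive = compound itself probably fluorescent, or too few beads counted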;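 note: median green fluorescence of bound Bodipy-FL-GTP per Rab7 bead population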
Pf gamet viab = P. falciparum stage V gametocyte viability inhibition | P. falciparum stage V gametocytes, ATP luminescence, 24 h | inhibition, % at 10.9 µM | 150,000 compounds, 0.065% hits | AID 743093;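 active = inhibition above the mean plus 3 SD of compounds within the control limits, set per campaign, cut at about 38% in these data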;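 note: 0% = DMSO wells and 100% = medium only without gametocytes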
Rac1 wt modul = human Rac1 wildtype GTP binding, inhibitors and activators | 190,000 compounds, 0.27% hits | GTP binding activity (% of control), % at 10 µM | AID 757 | GST-Rac1 beads, fluorescent GTP binding, flow cytometry; actives lie on both sides; 0 = cold GTP competed, 100 = untreated;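 active = GTP binding activity at least 20 points away from the 100% control level, either lower or higher; inconclusive = compound flagged as likely green fluorescent, judged across all proteins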
HRas wt GTP bind = changes GTP binding to wildtype human HRas | P01112 | GST-Ras wt beads, Bodipy-FL-GTP binding, flow cytometry; actives lie on both sides | GTP binding activity, % at 10 µM | 190,000 compounds, 0.14% hits | AID 759;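 active = GTP binding activity at least 20% away from the 100% baseline, either lowered as inhibitor or raised as activator; inconclusive = flagged as likely green fluorescent, judged across all proteins in the well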;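 note: 0% = unlabeled GTP competition control and 100% = no-compound control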
Target sequence (P01112 whole entry, looked up): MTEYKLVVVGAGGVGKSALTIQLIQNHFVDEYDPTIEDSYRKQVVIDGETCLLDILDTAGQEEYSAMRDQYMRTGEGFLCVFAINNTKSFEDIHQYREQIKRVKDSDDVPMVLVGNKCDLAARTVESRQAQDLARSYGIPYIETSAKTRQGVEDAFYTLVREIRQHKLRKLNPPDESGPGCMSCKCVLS
Cdc42 wt GTP = changes GTP binding to wildtype human Cdc42; GST-Cdc42 beads, Bodipy-GTP binding, flow cytometry; actives lie on both sides; percent activity (GTP binding), % at 10 µM; P60953; 190,000 compounds, 0.2% hits;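 active = percent activity GTP binding at least 20 points away from the 100% baseline, either down as inhibitor or up as activator; inconclusive = compound flagged as likely green fluorescent from well-wide comparison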;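 note: median bead fluorescence of bound Bodipy-FL-GTP at 100 nM; 0% = excess unlabeled GTP control and 100% = no compound control; below 100% means less GTP binding so inhibitor and above means activator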
Target sequence (P60953 whole entry, looked up): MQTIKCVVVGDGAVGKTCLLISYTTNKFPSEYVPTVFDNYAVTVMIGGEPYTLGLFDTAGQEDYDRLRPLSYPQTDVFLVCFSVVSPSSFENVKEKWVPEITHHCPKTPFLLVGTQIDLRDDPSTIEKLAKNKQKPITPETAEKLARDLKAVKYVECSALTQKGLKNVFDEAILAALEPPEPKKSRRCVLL
Rac1 act GTP bind = human Rac1 activated mutant GTP binding change. GST-Rac1 activated beads, fluorescent GTP binding, flow cytometry; actives lie on both sides; 100% means binding = to untreated wells. percent activity (GTP binding), % at 10 µM. 190,000 compounds, 0.11% hits;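 active = GTP binding at least 20 percentage points away from the 100% baseline, in either direction, so actives lie on both sides; inconclusive = Compound likely fluorescent itself, or too few beads counted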
Rab2 wt GTP = changes GTP binding to wildtype dog Rab2A, up or down | GST-Rab2 wt beads, Bodipy-GTP binding, flow cytometry | GTP binding activity, % at 10 µM | 190,000 compounds, 0.19% hits | AID 760 | P61105;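 active = GTP binding activity at least 20 points away from 100%, either lowered or raised; inconclusive = signal likely due to the compound's own green fluorescence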;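 note: 0% = beads with excess unlabeled GTP and 100% = no-compound control corrected for plate trend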
GSH bead fluor = compound fluoresces at 488/530 nm on GSH beads; GSH beads flow cytometry, compound fluorescence 488/530 nm; active compounds read high; fluorescence (KMESF) at 10 µM; 190,000 compounds, 0.25% hits; AID 1776; in the data active = fluorescence above about 89;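 note: glutathione beads carrying GST-tagged Bcl family fusion proteins plus one bare bead set; values are compound well signal with DMSO vehicle wells as background; inactives centre near 16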
Avidin fluor = avidin bead compound fluorescence profile; Avidin beads, compound fluorescence 488/530 nm, flow cytometry; active compounds read high; AID 1775; fluorescence (KMESF) at 10 µM; 220,000 compounds, 0.38% hits; in the data active = fluorescence above about 47; note: inactives centre near 10
ABCG2 inh = human ABCG2 inhibition, ABCB1 as counter-screen. Q9UNQ0. inhibition, % at 6.6 µM. IgMXP3 cells, JC-1 efflux, flow cytometry. 190,000 compounds, 0.1% hits;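 active = inhibition above 80%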;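 note: 0% = DMSO and 100% = nicardipine control wells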
Target sequence (Q9UNQ0 whole entry, looked up): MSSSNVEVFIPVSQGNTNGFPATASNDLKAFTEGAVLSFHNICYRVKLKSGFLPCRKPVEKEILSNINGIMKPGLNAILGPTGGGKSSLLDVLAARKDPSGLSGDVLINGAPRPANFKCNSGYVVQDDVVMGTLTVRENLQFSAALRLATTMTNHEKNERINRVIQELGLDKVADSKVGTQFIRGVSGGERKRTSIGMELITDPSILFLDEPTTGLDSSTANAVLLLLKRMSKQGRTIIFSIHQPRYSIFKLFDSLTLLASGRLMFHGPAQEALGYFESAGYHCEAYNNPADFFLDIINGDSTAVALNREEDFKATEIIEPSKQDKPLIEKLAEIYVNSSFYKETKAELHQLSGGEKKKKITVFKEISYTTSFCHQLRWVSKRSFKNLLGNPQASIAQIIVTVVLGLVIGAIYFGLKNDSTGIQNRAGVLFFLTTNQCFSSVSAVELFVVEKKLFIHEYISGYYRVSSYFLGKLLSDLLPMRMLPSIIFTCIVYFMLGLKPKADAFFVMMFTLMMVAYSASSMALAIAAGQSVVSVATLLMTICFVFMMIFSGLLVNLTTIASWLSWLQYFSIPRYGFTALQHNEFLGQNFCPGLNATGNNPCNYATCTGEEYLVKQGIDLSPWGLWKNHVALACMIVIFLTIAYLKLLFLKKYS
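Test system: IgMXP3 cells (ABCG2) mixed with DDAO far-red-labelled CCRF-Adr cells (ABCB1). Reagent: JC-1 transporter substrate. Compound dosing: single test compound dose, 6.6 µM final. Times: 10 min compound exposure, 25 °C. Detection: flow cytometry of retained JC-1 fluorescence. Read-out basis: efflux inhibition in percent versus controls. Controls: nicardipine and DMSO wells.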
* = called active by the depositor; ? = inconclusive; . = not tested or not shown. Outcome played no part in choosing rows; any-hit rate near 1.1%.

SMILES	ABCB1 block	Rab7 wt modul	Pf gamet viab	Rac1 wt modul	HRas wt GTP bind	Cdc42 wt GTP	Rac1 act GTP bind	Rab2 wt GTP	GSH bead fluor	Avidin fluor	ABCG2 inh
CC(=O)c1cc2c(cc1N(C(=O)Cn1nnc3ccccc31)C(C(=O)NCCC(C)C)c1cccnc1)OCO2 (stereo not given)	0.3	106	-2	103	101	102	100	103	25	11	1
COc1ccc2c(c1)Cc1sc(NC(=O)c3ccccc3)nc1-2	0.6	97	.	100	99	100	98	96	6	9	3
CN(C)c1ccc(NC(=O)c2ccc([N+](=O)[O-])cc2Cl)cc1	1.9	99	-2	103	102	102	99	99	8	3	14
COc1ccc(CC(=O)Nc2ccc(S(=O)(=O)Nc3nc(C)cc(C)n3)cc2)cc1	0.3	101	.	105	99	100	98	102	17	7	2
CC1CC(C)(C)NC(=S)N1CCC(=O)N1CCN(c2ccccc2)CC1 (stereo not given)	-0.9	100	12	99	94	97	93	99	10	7	-3
Cc1ccc(C(OCCN(C)C)c2cccc(C(F)(F)F)c2)cc1 (stereo not given)	-0.3	96	-4	101	100	100	100	98	10	3	-2
CCSc1nnc(NC(=O)NC2CCCCC2)s1	0.5	98	9	98	97	98	97	97	8	22	6
COCCOC(=O)c1c(C)oc2ccc(OC(=O)c3ccco3)cc12	0.2	100	-2	105	102	101	98	97	21	5	1
O=C(CCCCN1CCCCC1)c1ccc2c(c1)Cc1ccccc1-2	0.0	100	9	97	96	96	94	98	19	9	-1
N=c1n(CC(=O)c2ccc([N+](=O)[O-])cc2)c2ccccc2n1Cc1ccccc1Cl	0.0	95	.	99	97	97	99	100	9	9	-2
CN1CCN(C(=O)c2cnn(-c3ccccc3)c2NC(=O)c2ccccc2)CC1	1.0	98	.	102	99	95	97	99	13	12	6
Cc1cccc(C)c1N1CCN(C(=O)Nc2ccc3c(c2)OCCO3)CC1	1.0	98	5	101	100	99	98	99	19	12	4
COCc1ccc(C(=O)N2CCc3c([nH]c4ccccc34)C2c2ccccn2)s1 (stereo not given)	2.0	100	-17	101	99	99	95	99	12	9	9
COc1cccc(C(=O)Nc2ccc(S(=O)(=O)Nc3onc(C)c3C)cc2)c1	0.7	89	-22	92	93	92	88	91	38	9	2
Cc1ccccc1-n1c(SCc2c(C)noc2C)nnc1-c1c[nH]c2ccccc12	0.1	101	18	103	105	107	102	103	20	34	0
O=C(c1ccc(Cl)cc1)C1CCN(C(=O)C2CC2)CC1	-0.1	102	.	102	100	100	99	102	18	33	0
CCOC(=O)c1sc(NC(=O)CSc2nnc(C(C)C)n2C)nc1C	0.2	96	-5	99	97	97	96	97	15	23	2
Cc1ccc(/C=N/N2CCN(c3ccc(Cl)cc3)CC2)o1	1.1	92	-10	91	96	100	94	94	27	9	4
Cc1ccc(S(=O)(=O)NCCCCCC(=O)Nc2nccs2)cc1	0.9	94	.	97	96	100	93	94	5	4	7
CN1CC(=O)N(CC(=O)NCCc2ccc(F)cc2)c2ccccc2C1=O	0.2	95	.	105	102	102	101	102	21	17	0
COc1cccc(-c2nc3n(n2)C(c2ccc4c(c2)OCO4)C(C(N)=O)=C(C)N3)c1 (stereo not given)	0.6	102	.	103	103	104	100	102	17	6	3
Cc1c(C(=O)NCc2ccccc2)cnn1-c1ccccc1	-0.2	104	.	102	101	99	100	102	28	12	19
Oc1ccc(Br)cc1-c1nc2cnccn2c1NC1CCCCC1	1.4	91	.	87	93	91	89	90	36	12	30
CSCCC(NC(=O)OC(C)(C)C)C(=O)NC(CC(C)C)C(N)=O (stereo not given)	0.5	99	-13	101	99	96	95	97	33	12	19
CCN(CC)c1ccc(N=Cc2ccccc2[N+](=O)[O-])cc1	1.0	102	2	103	102	104	100	100	9	2	3
CCCC12CN3CC(C)(CN(C1)C3c1ccc(OC)cc1)C2=O (stereo not given)	6.3	99	.	104	101	101	100	100	4	8	5
CCC(C)(C#CCN1CCCCC1)OC(C)=O (stereo not given)	0.0	100	1	99	97	92	96	98	14	8	-1
Cn1c(N)c(C(=O)Nc2ccc3ccccc3c2)sc1=S	-0.1	91	-1	97	96	96	95	94	9	18	1
CCn1c(SCC(=O)Nc2sc3c(c2C(N)=O)CCC(C)C3)nnc1-c1ccco1 (stereo not given)	-0.3	105	.	102	101	103	102	101	20	34	-1
CCN(CC)CCCNC(=O)c1cc(-c2cccc(Cl)c2)on1	0.8	100	.	101	98	100	99	99	31	14	11
CCN1C(=O)N[C@@H](c2ccc(Br)cc2)C(C(=O)OC)=C1C	0.7	98	.	102	96	99	97	98	18	6	0
COc1nonc1NC(=O)CSc1nc2ccccc2[nH]1	0.3	99	.	101	98	101	97	97	19	30	21
Nc1c(N)c2ccccc2oc1=O	0.1	97	.	100	98	100	99	96	5	11	1
CC(/C=C/c1ccccc1)=N/NC(=O)c1nc2nc(C)cc(C)n2n1	0.1	108	1	100	100	98	98	102	8	21	0
COc1cccc(CN2CCN(C(=O)c3cc(-c4cccnc4)nc4ccc(C)cc34)CC2)c1	3.7	102	-16	97	92	95	93	95	16	8	5
O=C(Nc1ccc(Cc2ccncc2)cc1)C1CC1	0.5	92	-5	94	95	95	95	94	24	12	4
CC1=C(C(=O)Nc2ccccc2F)C(c2ccsc2)C2=C(CC(c3ccccc3)CC2=O)N1 (stereo not given)	-0.1	99	3	97	103	100	98	102	21	13	2
Nn1c(SCc2cc([N+](=O)[O-])cc3c2OCOC3)nnc1-c1cccnc1	-0.5	100	9	104	103	101	98	103	10	11	-1
O=C(NCCN1CCOCC1)c1cc(Sc2ccccc2Cl)nc2ccccc12	1.3	96	-2	101	101	101	103	100	13	10	1
CC(=O)c1cccc(NC(=O)CSCc2ccc(Br)cc2)c1	1.0	96	-23	106	100	98	102	101	8	3	0
CC(OC(=O)C1CSC2(c3ccc(F)cc3)CCC(=O)N12)C(=O)NC(N)=O (stereo not given)	-0.4	100	-27	99	99	100	96	102	68	8	0
Cc1ccc(N(CC(=O)Nc2ccc3c(c2)OCCO3)S(=O)(=O)c2c(C)n[nH]c2C)cc1	0.3	93	.	99	101	101	99	98	3	17	3
CCc1c(C(=O)N/N=C/c2cn[nH]c2-c2ccc(F)cc2)csc1C	0.6	101	21	103	100	100	99	98	13	3	5
Cc1ccc(-c2csc(NC(=O)CCCc3cccs3)n2)cc1	0.1	99	-27	100	98	100	98	100	11	13	1
Cc1nc2ncnn2c(C)c1Cc1ccc(Cl)cc1F	1.2	103	.	103	102	104	98	100	14	7	12
CN(C)S(=O)(=O)N1CCC(Oc2ccc(C(=O)NC3CCCCC3)cc2)CC1	1.3	109	-6	104	101	96	97	99	25	9	3
Cc1cccc(NCCC(=O)c2ccc(Br)cc2)c1	-0.1	100	22	102	103	100	102	102	22	5	0
CN(CC(=O)N1CCCC1)S(=O)(=O)c1ccc2ccccc2c1	0.5	94	7	96	95	95	93	96	11	21	1
CC1(C)CC(=O)C2=C(C1)Nc1ccccc1NC2c1ccc2c(c1)OCO2 (stereo not given)	1.1	106	15	110	101	101	100	104	36	14	19
CC1=CC(C)(C)N2C(=O)C3(C(C#N)=C(N)OC4=C3C(=O)CC(C)(C)C4)c3cccc1c32 (stereo not given)	1.3	98	.	102	102	102	98	99	6	13	3
O=C(CCCn1c(=O)[nH]c2ccccc2c1=O)NCCSCc1ccccc1	0.3	95	13	91	93	92	93	94	12	12	5
O=C(NCc1cccs1)c1nc2ncccn2n1	0.0	99	.	100	101	103	97	100	11	8	0
O=C1c2ccccc2C(=O)N1CCOCCN1C(=O)c2ccccc2C1=O	0.2	92	.	94	97	95	93	95	24	11	1
Nc1ccc(S(=O)(=O)c2ccc(N)c(N)c2)cc1	-0.4	100	7	99	98	100	99	100	75	12	-2
Cc1ccnc(NC(c2ccccc2O)c2oc(CO)cc(=O)c2O)c1 (stereo not given)	-0.8	102	.	94	97	94	94	96	7	22	-2
O=C(COc1ccc(Cl)cc1Br)NNC(=O)C(=O)N1CCCCC1	0.2	99	5	96	97	96	96	100	18	10	3
O=C(/C=C/c1cccs1)N1CCN(c2ccc(O)cc2)CC1	0.4	106	9	100	100	96	94	100	11	4	1
CCOC(=O)c1[nH]c(C)c(CN(CCc2ccc(OC)c(OC)c2)C(=O)CCCC(=O)O)c1C	-0.4	?	.	?	?	?	?	?	10	9	-1
CCOCC(=O)Nc1cc([N+](=O)[O-])ccc1C	-1.0	104	-16	103	102	105	102	102	19	9	-1
CC1CCOC2(O1)C(=O)N(CN1CCN(c3ccccc3F)CC1)c1ccccc12 (stereo not given)	0.3	?	.	?	?	?	?	?	16	14	1

(more compounds)
SMILES	ABCB1 block	Rab7 wt modul	Pf gamet viab	Rac1 wt modul	HRas wt GTP bind	Cdc42 wt GTP	Rac1 act GTP bind	Rab2 wt GTP	GSH bead fluor	Avidin fluor	ABCG2 inh
CC1(C)Cc2cccc(OCC(=O)Nc3cccnc3)c2O1	0.7	100	.	103	98	100	96	99	29	23	28
COc1ccc(/C=C/c2ccncc2)cc1OC	0.1	102	.	109	99	101	101	99	21	6	1
Fc1ccc(CSc2nnc(Cc3sc(-c4ccccc4)nc3-c3ccccc3)o2)cc1	0.4	107	5	109	104	107	101	106	55	10	2
O=C(NCc1cccnc1)C1CCN(S(=O)(=O)c2cccs2)CC1	-0.1	96	.	100	97	98	96	98	21	21	0
C/C(=N/NC(=O)c1ccco1)c1cccc(NC(=O)c2ccc(C)s2)c1	-0.2	98	12	99	95	97	97	94	10	1	8
CC1CCCCN1c1nnc(N)s1 (stereo not given)	0.9	102	0	107	103	103	96	100	17	27	5
CC(C)c1ccccc1NC(=O)COC(=O)Cc1c[nH]c2ccccc12	.	97	6	103	102	103	99	101	9	15	3
C=CCn1c(COc2cccc(C)c2)nnc1SCC(=O)NC(=O)NCc1ccco1	0.3	101	6	109	104	106	104	102	21	2	2
Cc1cccc(C)c1NC(=O)c1c(C)nn(-c2ccccc2)c1Cl	0.4	100	3	97	98	99	96	99	59	8	4
CNc1cc(CSc2ccc(Cl)cc2)nc(C)n1	-0.2	104	10	99	97	101	97	97	10	17	0
